MLL CXXC-DNA inh: inhibitors of human MLL CXXC domain-DNA interaction. Q03164. MLL-CXXC / FITC-HOXA9 DNA fluorescence polarization. Potency, µM (highest dose often 115 µM), for the others: at the highest dose activity change, negative = inhibition, usual class: inhibitors. 290,000 compounds, 0.037% hits. AID 2662; active = well fitted inhibition curve with a large enough effect in the polarisation, with a control signal flat, not every such curve was filed as active; inconclusive = small, poorly fitted or top-dose-only effect, or effect the other way, or a change in a side signal; inactive = no such curve, though single readings can be large or run the other way; the % refers to the polarisation; note: potency is the fitted concentration of half-maximal effect
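Fluorescence polarization: 7 uM MLL-CXXC (stock) preincubated 5 min with compounds, then 50 nM fluorescein-HOX-A9 DNA (stock) added; 30 min ambient. Buffer 50 mM Tris-HCl pH 7.5, 50 mM NaCl, 1 mM DTT, 0.05% BSA.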
TSHR antagonist: human thyrotropin receptor antagonism; P16473; 330,000 compounds, 0.2% hits; activity change, negative = inhibition, % at 11.5 µM; TSHR-expressing cells, TSH-stimulated cAMP HTRF, 2 h; hits give low values; AID 504810;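 active = activity change below a set negative limit, meaning inhibition stronger than a set level, cut at about -70% in these data; inconclusive = activity change between two set negative limits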; note: % is set by controls: 0 for no effect and ±100 for the full control effect
Target sequence (P16473 whole entry, looked up): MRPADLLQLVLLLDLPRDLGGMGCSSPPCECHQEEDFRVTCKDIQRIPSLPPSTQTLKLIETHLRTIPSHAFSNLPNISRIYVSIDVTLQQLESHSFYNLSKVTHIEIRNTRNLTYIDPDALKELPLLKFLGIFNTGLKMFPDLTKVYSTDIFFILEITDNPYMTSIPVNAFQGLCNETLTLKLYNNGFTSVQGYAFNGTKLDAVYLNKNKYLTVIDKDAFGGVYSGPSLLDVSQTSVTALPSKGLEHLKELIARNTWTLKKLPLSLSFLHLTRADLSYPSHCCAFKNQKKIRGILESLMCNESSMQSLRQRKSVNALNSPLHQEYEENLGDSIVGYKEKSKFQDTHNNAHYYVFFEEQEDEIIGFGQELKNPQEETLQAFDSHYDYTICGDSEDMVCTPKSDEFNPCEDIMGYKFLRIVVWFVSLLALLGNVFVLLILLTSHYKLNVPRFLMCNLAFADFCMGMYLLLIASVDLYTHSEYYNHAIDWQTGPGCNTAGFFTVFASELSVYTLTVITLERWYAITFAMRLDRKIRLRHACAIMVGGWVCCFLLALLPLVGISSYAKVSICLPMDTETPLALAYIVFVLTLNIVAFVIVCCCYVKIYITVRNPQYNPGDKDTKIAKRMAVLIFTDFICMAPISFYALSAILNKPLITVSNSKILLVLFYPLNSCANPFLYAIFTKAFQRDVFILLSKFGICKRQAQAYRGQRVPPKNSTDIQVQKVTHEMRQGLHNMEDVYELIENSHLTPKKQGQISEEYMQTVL
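Inhibition of cAMP made by TSHR-expressing cells under TSH stimulation (4nM final, EC80; 2 h, 37 deg C) is quantified with a one-step lysis HTRF kit, anti-cAMP cryptate versus cAMP-d2.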
TCR activator: activates T cell receptor signaling; Potency, µM (titrated, usually from 9.22 µM), inactives show at the top dose activation of IL-2 secretion, hits mostly activators; primary human leukocytes, anti-CD3, IL-2 HTRF, 48 h; 330,000 tested, under 10 active; AID 504894; note: % of control where 0% means no effect
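Using a-CD3 beads without co-stimulation, primary human leukocytes were exposed to compounds for 48 hr. An HTRF IL-2 kit measured the cytokine, with europium-to-d2 energy transfer producing emission at 665nm upon 320nm excitation.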
MBNL1-CUG inh: blocks human MBNL1 binding to CUG repeat RNA; Potency, µM (titrated, usually from 57.5 µM), inactives show at the top dose activity change, negative = inhibition, actives largely listed as inhibitors; Q9NR56; TR-FRET MBNL1-His/biotin-(CUG)12 binding, 665/545 ratio; 280,000 compounds, 0.036% hits; active = well fitted inhibition curve with a large enough effect in the signal ratio, with a control signal flat, not every such curve was filed as active; inconclusive = small, poorly fitted or top-dose-only effect, or effect the other way, or a change in a side signal; inactive = no such curve, though single readings can be large or run the other way; the % refers to the signal ratio; note: potency is the fitted concentration of half-maximal effect; % is set by controls: 0 for no effect and ±100 for the full control effect
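Compound titration spanned 92 nM–58 uM against the MBNL1-His/biotin-(CUG)12 complex. After 60 min at room temperature with 5 nM streptavidin-XL665 and 0.055 ng/ul terbium anti-His, ratiometric 665/545 nm emission (Ex 340 nm) normalized to controls.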
AT treatment: potential ataxia-telangiectasia treatment; Potency, µM (highest dose often 57.5 µM), inactives show at the highest dose activation, most hits filed as activators; […] A-T fibroblasts, KAP-1 phosphorylation AlphaLISA; neocarzinostatin DNA damage 30 min before lysis; 320,000 compounds, 0.19% hits; note: potency is the fitted concentration of half-maximal effect; % of control where 0% means no effect; nearly all actives have a fitted effect of over 45% in size
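hTERT-immortalized A-T patient fibroblasts ([…]), 500 cells/well in OPTI-MEM, 1% FBS, got compounds for 60 min, then NCS for 30 min at 37C. Lysates were then assayed for phospho-KAP-1 by AlphaLISA (anti-pKAP1 donor, anti-KAP1 acceptor beads), 6 hr at 25C.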
Mito fusion yeast: inhibitors of mitochondrial division or activators of mitochondrial fusion; S. cerevisiae fusion-defective mutant growth rescue, CellTiterGlo 48 h; Potency, µM (top dose mostly 46.1 µM), for the others: top-dose growth rescue (activation), usual class: activators; 320,000 compounds, 0.23% hits;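 note: potency is the fitted concentration of half-maximal effect; % of control where 0% means no effect; nearly all actives have a fitted effect of over 45% in size; temperature-sensitive fusion mutants such as fzo1-1 at 37 °C on non-fermentable ethanol glycerol medium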
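S. cerevisiae fusion-defective temperature-sensitive mutants (e.g. fzo1-1, mgm1-5) grown 48 h at 37C in YPEG (ethanol/glycerol non-fermentable) medium with 23 nl compound per well; growth rescue read as CellTiterGlo luminescence.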
Menin-MLL TR inh: menin-MLL binding inhibition, Texas Red mutant peptide. O00255. Menin + Texas Red MLL mutant peptide, fluorescence polarization. Potency, µM (highest dose often 61.6 µM), inactives show top-dose FP activity change, negative = inhibition, usual class: inhibitors. 270,000 compounds, 0.23% hits. AID 1768; active = well fitted inhibition curve with a large enough effect in the polarisation, with a control signal flat, not every such curve was filed as active; inconclusive = small, poorly fitted or top-dose-only effect, or effect the other way, or a change in a side signal; inactive = no such curve, though single readings can be large or run the other way; the % refers to the polarisation; note: potency is the fitted concentration of half-maximal effect; % of control where 0% means no effect; many of its hits are not listed in these tables
a7 integrin act: activators of alpha7 integrin expression for muscular dystrophy. Potency, µM (highest dose often 38.3 µM), for the others: at the top dose activation, usual class: activators. 350,000 compounds, 0.064% hits. alpha7betagal myoblasts, beta-gal FDG fluorescence, 48 h;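 note: potency is the fitted concentration of half-maximal effect; 100% = response of the positive control SU9516; nearly all actives have a fitted effect of over 60% in size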
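alpha7betagal+/- myoblasts (passage 13, 250/well) treated 48 h at 37C with compounds at 1:260 dilution of DMSO stock. Lysed, then beta-galactosidase activity read as FDG fluorescence (ex 480/em 540) after 30 min, with pre-read for autofluorescence.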
ASM inhibitor: blocks human secretory acid sphingomyelinase; Potency, µM (top dose mostly 57.5 µM), inactives show at the highest dose activity change, negative = inhibition, actives largely listed as inhibitors; AID 504937; placental ASM, HMU-PC fluorogenic substrate, 60 min; P17405; 340,000 compounds, 0.006% hits; note: potency is the fitted concentration of half-maximal effect
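Human placenta-derived ASM preincubated with compound 10 min at room temperature, then reacted with 9 uM (final) fluorogenic HMU-PC substrate for 60 min at 37 C. Stop solution raises pH to 10; fluorescence read at Ex 386/Em 447 nm.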
PTAP TSG101 blk: blocks PTAP/TSG101 interaction to inhibit HIV-1 budding; 340,000 tested, under 10 active; Potency, µM (top dose mostly 115 µM), for inactives: top-dose activity change, negative = inhibition, actives largely listed as inhibitors; Fluorescence polarization, FITC-PTAP peptide / Tsg101 binding; Q99816; AID 493005; active = well fitted inhibition curve with a large enough effect in the main read-out, with a control signal flat, not every such curve was filed as active; inconclusive = small, poorly fitted or top-dose-only effect, or effect the other way, or a change in a side signal; inactive = no such curve, though single readings can be large or run the other way; note: potency is the fitted concentration of half-maximal effect; % of control where 0% means no effect
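FP read-out: FITC-PTAP peptide, 50 nM final, binding Tsg101 binding domain, 10 uM final; 20 min, r.t.; 10 mM HEPES pH 7.5, 0.15 M NaCl, 0.01% Tween 20, 3 mM EDTA, 0.1 mM TCEP.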
Numbers without * were called inactive; ? = inconclusive; / = no result given; [ ] = dose if it differs, or a comment. Unless noted, calls come from the whole dose curve; as a rule, active = well fitted curve in the direction sought with a large enough effect; inconclusive = small, poorly fitted or top-dose-only effect, or another doubt; inactive = no such curve, though single readings can be large; an effect the other way counts as inactive or inconclusive. This is a subset; the hit share may differ from the screen's.

SMILES	MLL CXXC-DNA inh	TSHR antagonist	TCR activator	MBNL1-CUG inh	AT treatment	Mito fusion yeast	Menin-MLL TR inh	a7 integrin act	ASM inhibitor	PTAP TSG101 blk
CCOC(=O)/C=c1/s/c(=C/c2ccc3cc(OC)ccc3c2)c(=O)n1CC(=O)NCc1ccc2c(c1)OCO2	/	/	-5%	/	/	/	/	-36%	1%	?
CN(C)CCN1C(=O)C(=O)/C(=C(/O)c2ccccc2)C1c1ccccc1F (stereo not drawn)	-16%	-16	2%	?	1%	1%	3%	6%	3%	-3%
CCOC(=O)c1c(N)nn(C(=O)CC)c1-c1ccccc1	4%	3	-12%	-13%	0%	1%	19%	0%	0%	0%
Fc1ccccc1C(c1nnnn1Cc1ccc2c(c1)OCO2)N1CCN(Cc2ccco2)CC1 (stereo not drawn)	-1%	4	4%	-13%	14%	6%	2%	3%	4%	-10%
Cc1cccc(-c2sc(Nc3ccccc3)n[n+]2-c2ccccc2)c1	/	-8	3%	/	23%	-8%	/	13%	1%	-3%
CC12CC3CC(C)(C1)CC(C(=O)NCc1cccnc1)(C3)C2	-3%	-7	/	1%	0%	3%	-5%	21%	2%	0%
CCCC(=O)NC(c1ccc(N(C)C)cc1)c1ccc2cccnc2c1O (stereo not drawn)	-25%	-4	3%	14%	-2%	-2%	-25%	-49%[inhibitor]	3%	-5%
Cc1occc1C(=O)Nc1nn[nH]n1	7%	0	-4%	3%	/	2%	6%	17%	5%	-2%
CCC(C(=O)OCC(=O)Nc1ccc(F)cc1)c1ccccc1 (stereo not drawn)	/	8	2%	/	0%	1%	/	-18%	1%	-2%
COc1cc(C(=O)N2CCN(c3ccccc3Cl)CC2)ccc1OCC(=O)N1CCOCC1	/	1	/	/	2%	-3%	/	-29%	4%	-2%
Cc1c(Br)c(C(F)(F)F)nn1CC(=O)NCC1CCCO1 (stereo not drawn)	7%	0	-7%	6%	3%	1%	5%	?	6%	-9%
Cc1cccc(NC(=O)c2cc(Cl)sc2Cl)c1C	-1%	21	-11%[46.1 µM]	14%	6%	-3%	-22%	9%	4%	2%
Cc1csc(SCC(=O)NCCc2ccc(Cl)cc2)n1	11%	1	4%[46.1 µM]	/	-3%	16%	2%	3%	4%	-1%
CCCC1(C(=O)O)NC(c2ccc(OC)cc2O)C2C(=O)N(c3ccc(OC)cc3)C(=O)C21 (stereo not drawn)	3%	-1	5%	-6%	0%	3%	1%	-2%	4%	-2%
CCOC(=O)NCc1ccccc1	-5%	16	-2%	1%	-2%	0%	23%	16%	7%	-3%
COc1ccc(CN2CCNC(=O)C2CC(=O)N2CCCO2)c(OC)c1 (stereo not drawn)	0%	9	-6%	15%	-4%	2%	0%	2%	12%	-1%
COc1cc2c(cc1OC)-c1cc(NC3CCCCCC3)nc(=O)n1CC2	0%	2	/	-3%	7%	-8%	-13%	-7%	35%[activator]	0%
Cc1ccc(NC(=O)/C=C/C(=O)O)c(NC(=O)c2ccccc2)c1	-8%	-10	0%	1%	8%	-1%	13%	-4%	7%	2%
Cn1nc(C(=O)NNC(=O)CCc2ccccc2Cl)c2ccccc2c1=O	/	-7	-1%	/	-2%	5%	/	14%	-5%	0%
CCCCCN1CC(O)=C(c2nc(-c3ccc(Cl)cc3)cs2)C1=N	23%	15	/	-4%	2%	8%	46%[activator]	-9%	1%	-2%
Clc1ccc(OCCCN2CCCC2)cc1Cl	2%	3	5%[46.1 µM]	-4%	0%	-5%	-8%	-18%	2%	-1%
COc1cc(S(=O)(=O)Nc2ncccc2C)c(OC)cc1Cl	2%	0	4%	-8%	3%	-2%	-6%	-30%	1%	-11%
c1coc(CNc2nc3ccccc3s2)c1	?	2	-2%	2%	27%	-19%	29%	-1%	-2%	0%
CO/N=C/c1ccc(Sc2ccccc2)c([N+](=O)[O-])c1	12%	-4	11%	22%	4%	29%	?	17%	-1%	-2%
Cc1ccc(Cl)cc1N1CCN(Cc2cc3c(cc2O)CCC3)CC1	9%	0	5%	-4%	4%	-2%	-2%	4%	1%	-1%
O=[N+]([O-])c1ccc(NC(=S)N2CCN(c3ccccn3)CC2)cc1	-2%	-7	0%	6%	-2%	0%	-1%	0%	-2%	2%
O=C(/C=C/c1ccco1)Nc1cccc2cccnc12	-3%	0	-4%[46.1 µM]	?	2%	20%	14%	13%	-1%	-7%
COc1ccc(NC(=O)CN(C)C(=O)CSCC(=O)Nc2ccc(C)cc2)cc1	/	25	-4%	/	0%	11%	/	20%	0%	0%
CCCc1cc(C(=O)Nc2cccc([N+](=O)[O-])c2)cs1	3%	-15	14%	?	5%	4%	?	-13%	-11%	-7%
O=c1ccc2ccc(Oc3ccc([N+](=O)[O-])cc3Cl)cc2o1	8%	1	-2%	?	4%	-3%	13%	-23%	7%	-8%
CCOC(=O)c1ccccc1NC(=O)CSc1nccn1C	0%	-6	-7%[46.1 µM]	-7%	-3%	-5%	-4%	-18%	4%	-6%
Cc1c(C(=O)N2CCC2)oc2ccc(Br)cc12	/	0	4%	/	8%	10%	/	-22%	-3%	-6%
CCN(C(=O)COC(=O)Cc1coc2cc(C)ccc12)c1c(N)n(Cc2ccccc2)c(=O)[nH]c1=O	/	12	-2%	/	5%	-4%	/	10%	6%	0%
CCNS(=O)(=O)c1ccc(CCC(=O)N2CCN(c3ccccc3)CC2)cc1	-1%	-15	/	-7%	-3%	1%	4%	17%	2%	-3%
O=C(O)c1ccccc1SC1CC(=O)N(c2cccc3ccccc23)C1=O (stereo not drawn)	-13%	12	-3%	0%	0%	-15%	/	10%	3%	-14%
O=C1/C(=C\c2ccc(-c3ccccc3[N+](=O)[O-])o2)C(c2ccccc2)=NN1c1ccccc1	3%	-2	1%[46.1 µM]	17%	-4%	0%	9%	-4%	-7%	-2%
O=C(O)C(O)c1ccco1 (stereo not drawn)	?	21	-11%[46.1 µM]	/	0%	-2%	-9%	-17%	4%	-6%
CC(=O)c1ccc(Nc2nc(=O)c3cccnc3s2)cc1	2%	/	8%	47%[activator]	/	18%	-9%	11%	1%	-2%
COc1cc([N+](=O)[O-])ccc1NC(=S)NNC(=O)c1ccc2c(c1)OCO2	11%	-19	1%	?	15%	5%	/	-1%	-11%	-5%
CCn1c(C)nc2cc(S(=O)(=O)C(F)(F)F)ccc21	2%	-3	-4%[46.1 µM]	21%	/	5%	-7%	-29%	3%	-2%
Cc1ccccc1C(=O)N1CCN(CCNC(=O)C(=O)Nc2ccc(Br)cc2)CC1	4%	3	4%	4%	7%	0%	6%	14%	0%	-3%
CN1CCN(NC(=O)Nc2ccc(F)cc2)CC1	-4%	-1	15%	-2%	7%	-27%	0%	-19%	-1%	0%
CC(=O)c1ccc(N(C(=O)c2csnn2)C(C(=O)NC(C)(C)C)c2cccs2)cc1 (stereo not drawn)	-3%	7	4%	-2%	0%	-1%	14%	-9%	10%	1%
Cc1ccc(C2/C(=C(/O)c3ccc(Br)cc3)C(=O)C(=O)N2Cc2ccco2)o1 (stereo not drawn)	-20%	5	-9%	14%	-5%	2%	-10%	-33%	-1%	-2%
CCN(CC)C(=O)CSc1nc(-c2ccco2)cc(C(F)(F)F)c1C#N	10%	2	-1%[46.1 µM]	?	3%	6%	-10%	0%	303%[activator]	-7%
CNC(=O)c1ccccc1Sc1ccccc1CO	-20%	2	4%	-11%	-2%	-1%	/	12%	3%	0%
Cn1c2c(c3ccccc31)CCSC2=O	-9%	2	-1%	20%	0%	2%	9%	28%	1%	1%
COc1cc(OC)cc(C(=O)N2CCC(C(=O)c3ccc(F)cc3)CC2)c1	-10%	-6	/	-1%	-10%	-3%	-3%	1%	2%	0%
C=CCn1c(COc2ccccc2C)nnc1SCC(=O)O	22%	-6	11%[46.1 µM]	1%	/	-1%	15%	-4%	3%	-5%
COc1cc(CNc2ccc(N3CCN(C(C)=O)CC3)cc2)ccc1OCc1ccccc1	2%	-12	-3%	5%	-1%[11.5 µM]	-6%	-23%	22%	3%	-3%
COc1cccc2sc(/N=C/N(C)C)nc12	10%	10	0%	/	5%	0%	/	1%	1%	-3%
CN(C)c1ccc(C(=O)OCC(=O)c2ccc[nH]2)cc1	/	-4	9%[46.1 µM]	/	9%	/	/	34%	-3%	-2%

Assay outcomes (PubChem)
